# From PubChem BioAssay
# NOD2 inhibition: NOD2 signaling inhibitors, cell-based, luminescence, uHTS, HEK293 (AID 1566); inhibition, % at 4 µM, or EC50 in µM where a hit was titrated; HEK293 NOD2/NF-kB luciferase reporter, luminescence; higher % means a stronger effect; 290,000 tested, 0.63% active; in the data active = inhibition above about 50%; also: many of its hits are not listed in these tables
# NOD1 NF-kB reporter: NOD1 signaling inhibitors, primary screen, cell-based, luminescence, uHTS (AID 1578); NOD1-driven NF-kB luciferase reporter cells, luminescence; higher % means a stronger effect; one-dose inhibition, % at 4 µM; EC50 in µM for titrated hits; 290,000 tested, 1% active; in the data active = inhibition mostly above about 36%, no sharp cut-off; inactive = mostly below about 34%;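 also: HEK-293T reporter cells stimulated with the NOD1 agonist gamma-tri-DAP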
# Numbers without * were called inactive.
NOD2 inhibition | NOD1 NF-kB reporter | Molecule
3% | -12% | Cc1ccc(Sc2c([N+](=O)[O-])c(=O)n(C)c3ccccc23)cc1
4% | -4% | Cc1ccc(OCCCC(=O)NC2CCCCC2)cc1
-4% | -1% | Cc1cccc2c1cnn2C(=O)CCC(=O)N1CCC(C)CC1
6% | -15% | Cc1cc(OC(C)C(=O)Nc2ccccc2C(=O)N2CCCC2)ccc1Cl (centres undefined)
1% | -20% | CN(CC(=O)Nc1cccc(F)c1)C(=O)c1cn(-c2ccccc2)nc1-c1ccccc1
8% | -20% | O=S(=O)(Cc1nnnn1-c1ccccc1)c1ccccc1
-15% | -41% | Cc1cccc(-c2nnc(SCC(=O)NC3CCCC3)o2)c1
12% | 18% | Cc1cccc(C(=O)NC2CCN(S(=O)(=O)c3ccc(F)cc3)CC2)c1
12% | 11% | CCCCN(CC)C(=O)C1CCCN(S(=O)(=O)c2cccc3nsnc23)C1 (centres undefined)
2% | -11% | Cc1cccc(NC(=O)c2cccc(C(=O)Nc3cccc(C)c3)c2)c1
-46% | -12% | CC(C)(C)n1cnc2cc(NC(=O)c3ccccc3)ccc21
18% | -11% | Cn1c(=O)c2ccccc2n(CC(=O)Nc2ccc3c(c2)OCCO3)c1=O
10% | -1% | COc1cccc2c1cc1c(=O)n(CC(=O)NC3CCCCC3)nc(C)n12
-2% | -22% | CC(=O)c1cccc(NC(=O)C2CCN(C(=O)c3ccccc3Cl)CC2)c1
-9% | -18% | Cc1cccc(-n2nc3c(c2NC(=O)c2ccc4c(c2)OCO4)CS(=O)(=O)C3)c1C

# (further entries)
NOD2 inhibition | NOD1 NF-kB reporter | Molecule
13% | -16% | CCOC(=O)N1CCN(C(=O)CSc2nc3c([nH]c4ccccc43)c(=O)n2CCOC)CC1
5% | 7% | CS(=O)(=O)c1ccc(-n2nnc3ccccc32)c([N+](=O)[O-])c1
7% | -24% | CC1Oc2ccccc2N(CC(=O)NCCCN2CCOCC2)C1=O (centres undefined)
-1% | -24% | COc1ccc(Cl)cc1Nc1nc(N)c2ccccc2n1
-89% | -81% | CC(=O)c1cccc(NC(=O)c2cc(-c3ccco3)on2)c1
-27% | 5% | c1cncc(-c2csc(-c3cccnc3)n2)c1
16% | -18% | O=C(N/N=C/c1cccnc1)c1sc2ccccc2c1Cl
9% | -14% | Cc1ccc(NC(=O)CCc2c(C)[nH]c(=O)c(C#N)c2C)cc1
-2% | -9% | CC(=O)c1ccc(NC(=O)CSc2nc(C3CC3)nc3ccccc23)cc1
13% | 10% | COc1ccc(Nc2nc(C)cc(C)c2C(N)=O)cc1OC
4% | -3% | CCC(C)c1c(O)nc(SCC(=O)N2CCCCC2)[nH]c1=O (centres undefined)
1% | 1% | CCCc1cc(=O)n2[nH]c(NC(=O)c3ccco3)nc2n1
16% | -4% | COc1cccc(-c2nc(CS(=O)(=O)CC(=O)Nc3cc(F)ccc3F)c(C)o2)c1
2% | -28% | COc1ccc(CNC(=O)c2cccc3c2C(=O)N(CC2CCCO2)C3)cc1 (centres undefined)
5% | 47% | Cc1ccc(NC(=O)N2C3CCCC2CC(NC(=O)C(C)(C)C)C3)cc1 (centres undefined)

# As a working copy, part of the list above:
NOD2 inhibition | NOD1 NF-kB reporter | Molecule
13% | -16% | CCOC(=O)N1CCN(C(=O)CSc2nc3c([nH]c4ccccc43)c(=O)n2CCOC)CC1
5% | 7% | CS(=O)(=O)c1ccc(-n2nnc3ccccc32)c([N+](=O)[O-])c1
7% | -24% | CC1Oc2ccccc2N(CC(=O)NCCCN2CCOCC2)C1=O (centres undefined)
-1% | -24% | COc1ccc(Cl)cc1Nc1nc(N)c2ccccc2n1
-89% | -81% | CC(=O)c1cccc(NC(=O)c2cc(-c3ccco3)on2)c1
-27% | 5% | c1cncc(-c2csc(-c3cccnc3)n2)c1
16% | -18% | O=C(N/N=C/c1cccnc1)c1sc2ccccc2c1Cl

# Structural class: the entries above with a furan ring, fused or not
NOD2 inhibition | NOD1 NF-kB reporter | Molecule
-89% | -81% | CC(=O)c1cccc(NC(=O)c2cc(-c3ccco3)on2)c1
1% | 1% | CCCc1cc(=O)n2[nH]c(NC(=O)c3ccco3)nc2n1

# Other results follow.
NOD2 inhibition | NOD1 NF-kB reporter | Molecule
23% | 0% | Nc1ccc2nc(-c3ccc(-c4nc5ccc(N)cc5[nH]4)cc3)[nH]c2c1
5% | -7% | CCOc1ccc2[nH]c3nc(SCC(=O)NCC4CCCO4)nnc3c2c1 (centres undefined)
16% | -32% | COc1cc(Cl)c(C)cc1NC(=O)CCNC(=O)c1ccco1
-34% | -38% | COc1ccccc1C(=O)CC(=O)c1ccccc1
-5% | -21% | Cc1cc(C(=O)NNC(=O)c2cccc(N(C)C)c2)c(C)o1
-10% | -31% | O=C(NCc1ccc2c(c1)OCO2)C1CC(=O)N(CCc2ccc(Cl)cc2)C1 (centres undefined)
3% | -18% | O=C(N=C1SC2CS(=O)(=O)CC2N1c1ccc(Cl)cc1Cl)C1CC1 (centres undefined)
6% | 20% | COc1cc(NC(=S)N2CCN(C)CC2)cc(OC)c1
-3% | 0% | COc1ccc(OC)c(C2/C(=C(\O)c3ccc4c(c3)OCCO4)C(=O)C(=O)N2CC2CCCO2)c1 (centres undefined)
2% | -8% | CCCNC(=O)NNC(=O)c1cc(-c2ccc3c(c2)OCO3)nc2ccccc12
13% | -4% | CCCCOc1ccc(C(O)(CCN2CCOCC2)c2ccccc2)cc1 (centres undefined)
1% | -24% | COc1ccc(-c2cc(C(=O)NCc3ccco3)c3ccccc3n2)c(OC)c1
-3% | -21% | COc1ccc(NC(=O)CSc2nncn2N)c(OC)c1
-21% | -35% | Cc1[nH]c(C)c(S(=O)(=O)N2CCN(c3cccc(C(F)(F)F)c3)CC2)c1C(=O)N1CCCCC1
10% | -21% | CCc1ccc(NC(=O)CN(C)S(=O)(=O)c2ccc3[nH]c(=O)oc3c2)cc1

# Part of the list above in a different format.
Compound | NOD2 inhibition | NOD1 NF-kB reporter
Cc1[nH]c(C)c(S(=O)(=O)N2CCN(c3cccc(C(F)(F)F)c3)CC2)c1C(=O)N1CCCCC1 | -21% | -35%
Cc1cccc(NC(=O)c2cccc(C(=O)Nc3cccc(C)c3)c2)c1 | 2% | -11%

# Remaining list, next part.
NOD2 inhibition | NOD1 NF-kB reporter | Molecule
-8% | -32% | CCc1ccc(N(CC(=O)N2CCN(Cc3ccccc3)CC2)S(C)(=O)=O)cc1
6% | -16% | COc1ccccc1CC(=O)NC1CCCCCC1
-11% | 79% | O=C(CCl)N1CCCC1c1ccc2c(c1)OCCO2 (centres undefined)
2% | -18% | Cc1ccc(C(C(=O)NC2CCCCC2)N(C(=O)c2csnn2)C2CC2)cc1 (centres undefined)
2% | -15% | CCOC(=O)c1ccccc1NS(=O)(=O)c1cnn(CC)c1C
0% | -26% | COC(=O)c1ccc(C(=O)OC)c(NC(=O)CCS(=O)(=O)Cc2ccccc2)c1
25% | 9% | COc1ccc(CNC(=O)c2cc(C(C)=O)c[nH]2)cc1
11% | -4% | COc1cccc(-c2nc(CS(=O)CC(=O)NC3CCCCC3)c(C)o2)c1 (centres undefined)
16% | -6% | CCCn1c(=O)c(C(=O)NNC(=O)c2ccc(Cl)cc2Cl)c(O)c2ccccc21
-20% | -46% | CC(=O)c1cccc(NC(=S)NC(=O)c2cncc(Br)c2)c1
-1% | -27% | O=C(NCc1ccc(F)cc1)c1cc(S(=O)(=O)N2CCCCC2)c[nH]1
3% | -7% | O=C1CN(C(=O)/C=C/c2ccc(Br)cc2)CCN1
15% | 4% | CCOc1ccc2c(c1)C(NC(C)=O)C(=O)N2CCN1CCOCC1 (centres undefined)
8% | -18% | CCOc1ccc(Br)cc1S(=O)(=O)Nc1cccnc1
14% | -42% | CCN1CCN(CCCNC(=O)c2ccc3c(c2)N(Cc2ccc(C)cc2)CCS3)CC1

# Remaining list, next part:
NOD2 inhibition | NOD1 NF-kB reporter | Molecule
20% | 15% | CN(c1ccc(C(=O)Nc2cccnc2)cc1)S(=O)(=O)c1ccccc1
2% | -2% | COc1ccc2cc(C(=O)N3CCN(c4ccc(F)cc4)CC3)[nH]c2c1
22% | 13% | COc1ccc(NC(=O)c2cc(CC(C)C)nc3ccccc23)cc1
13% | -27% | COc1cccc(C(=O)Nc2ccc(S(=O)(=O)N3CCN(C)CC3)cc2)c1
22% | 3% | COc1ccccc1N1CCN(c2ccc3cc(S(=O)(=O)N4CCCCC4)ccc3n2)CC1
-1% | -4% | CCCNC(=O)[C@@H]1CCCN1C(=O)[C@@H]1Cc2ccccc2CN1
-138% | -5% | CCCCCc1ccc(-c2cn(Cc3ccc([N+](=O)[O-])cc3)nn2)cc1
0% | -36% | COc1cccc(CNC(=O)c2cc(C)nc3ccccc23)c1
3% | -12% | CCOC(=O)[C@@H]1[C@H]2COc3ccc(Br)cc3[C@@H]2N2C(=O)N(c3ccc(C(F)(F)F)cc3)C(=O)[C@@]12C
20% | -4% | Cc1cc(F)ccc1S(=O)(=O)Nc1nc2ccccc2nc1Cl
-40% | -76% | CC(C)(C)c1csc(NC(=O)C2COc3ccccc3O2)n1 (centres undefined)
15% | 0% | NNC(=O)c1c(O)c2cccc3c2n(c1=O)CCC3
2% | 56% | COC(=O)CN(C)C(=O)c1ccccc1OC1CCN(S(C)(=O)=O)CC1
-14% | -34% | Cc1cc(N2C(=O)c3ccc(C(=O)Nc4ccccc4O)cc3C2=O)no1
5% | -34% | COc1ccc(C2(C)NC(=O)N(CC(=O)Nc3ccc(Br)cc3F)C2=O)cc1OC (centres undefined)

# (more compounds)
NOD2 inhibition | NOD1 NF-kB reporter | Molecule
9% | -30% | COc1cccc(-c2ccc(NC(=O)C3CCCN(Cc4cnc(N(C)C)s4)C3)cc2)c1 (centres undefined)
20% | 2% | CN(CCOc1ccccc1)CC(O)COCc1ccccc1F (centres undefined)
-18% | -5% | CCOC(=O)Cc1csc(NS(=O)(=O)c2cc(Cl)ccc2Cl)n1
12% | 4% | COc1ccc(Cl)cc1NC(=O)COC(=O)CCCC1=NS(=O)(=O)c2ccccc2N1
-2% | -7% | CC(=O)Nc1nc(NCc2ccccc2Cl)n(-c2ccccc2)n1
-15% | -32% | Cc1cccn2c(=O)c3cc(C(=O)NCCN4CCOCC4)c(=N)n(CCN4CCOCC4)c3nc12
-25% | -12% | COc1ccc(/C=C/C(=O)NC(=S)Nc2ccccc2)cc1OC
2% | 15% | Cc1cc(COC(=O)C2N3C(=O)[C@@H](NC(=O)COc4ccccc4)[C@H]3SC2(C)C)on1 (some centres undefined)
10% | -26% | CC1=C[C@@H](C)[C@@H](c2ccc(C(F)(F)F)cc2)OC1=O
6% | -10% | CC(C)Nc1nc(-c2ccncc2)nc(-c2ccccc2)c1C#N
6% | 18% | Cc1ccc(C(=S)N2CCCCCC2)cc1
21% | -21% | CCSc1nc2sc3c(c2c(=O)n1CC)CCC3
-1% | 26% | CCn1c(=O)n(CC)c2cc(N3CCCC3)c(NC(=O)c3cccc(Cl)c3)cc21
13% | 2% | COc1ccccc1CN(C(=O)c1cnccn1)C(C(=O)NC1CCCCC1)c1cc(OC)c(OC)c(OC)c1 (centres undefined)
12% | -15% | COc1ccccc1CNS(=O)(=O)c1c(C)[nH]c(C)c1C(=O)N1CCCC1

# Additional compounds.
NOD2 inhibition | NOD1 NF-kB reporter | Molecule
12% | -32% | Cc1cc(NC(=O)COc2ccc(F)c(Cl)c2)no1
-7% | -3% | NC(=O)c1ccc(NC(=O)CSc2nnc(C3CCCCC3)n2N)cc1
-1% | -43% | CCOC(=O)[C@@H]1[C@H]2COc3cc(OC)ccc3[C@@H]2N2C(=O)N(c3ccc(C(F)(F)F)cc3)C(=O)[C@]12C
-28% | -18% | CCc1ccc(CNC(=O)CCc2cn(C)c3ccccc23)cc1
0% | -13% | Cc1ccc(C(=O)N/N=C\C2CC=CCC2)cc1[N+](=O)[O-] (centres undefined)
5% | 1% | O=C(NCc1ccccc1)c1ccccc1NC(=O)C1CCCCC1
13% | 25% | Cc1ccc2c(=O)c(C(=O)c3ccc(F)cc3)cn(CC(=O)NCc3ccco3)c2n1
-4% | -9% | COc1ccc(Cc2nnc(SCC(=O)Nc3ccccc3C#N)o2)cc1
18% | 6% | Cc1ccc(OCc2cc(C(=O)NC(C)Cc3cnccn3)no2)cc1C (centres undefined)
-2% | -21% | CCc1cc2c(C)ccc(C)c2nc1SCC(=O)Nc1cc(C)on1
-9% | -3% | Cc1cc(=O)n2nc(N3CCC(C(=O)NCc4cccc(Br)c4)CC3)sc2n1
0% | -15% | O=C(CSc1nnc(COc2ccccc2)o1)NC1CC2CCC1C2 (centres undefined)
30% | -5% | CCN1CCc2c(sc(NC(=O)c3ccc(C(=O)c4ccccc4)cc3)c2C(N)=O)C1
9% | -29% | Cc1[nH]c(=O)[nH]c(=O)c1S(=O)(=O)N1CCN(c2ccccc2)CC1
-44% | -48% | CCOc1ccc(CN(C(=O)c2ccccn2)c2ccc(OC)c(Cl)c2)cc1

# Next part:
NOD2 inhibition | NOD1 NF-kB reporter | Molecule
17% | -2% | COc1ccc(CCNC(=S)Nc2ccc(S(=O)(=O)Nc3ncccn3)cc2)cc1OC
13% | 7% | C=CCNC1=C(Cl)C(=O)N(Cc2ccccc2)C1=O
3% | -22% | CC(C)OCCCn1c(SCC(=O)Nc2ccccc2C(F)(F)F)nc2nccnc2c1=O
24% | -23% | O=C(CCCCCn1c(=S)[nH]c2cc3c(cc2c1=O)OCO3)N1CCN(c2ccc(F)cc2)CC1
16% | -4% | CCn1nc(C)cc1C(=O)N1CCCC(C(=O)c2ccccc2SC)C1 (centres undefined)
-27% | -4% | CCN(Cc1ccc(OC)c(COC)c1)CC1CCCN(CCc2cccc(OC)c2)C1 (centres undefined)
-20% | -7% | CCCCC(O)(c1ccc(OC)cc1)C(CN1CCOCC1)c1ccccc1 (centres undefined)
1% | -36% | COc1ccc2[nH]cc(CCNC(=O)Cc3ccc(F)cc3)c2c1
-6% | 9% | CC1CC(C)CN(C(=O)CCCNC(=O)c2ccc(Cl)cc2)C1 (centres undefined)
38% | 16% | COc1ccc(NC(=O)CNC(=O)c2nn(-c3ccc(OC)c(Cl)c3)c(=O)c3ccccc23)c(OC)c1

# These rows are one share of the data; rates above refer to the full screens.
